High-throughput results from PubChem.
N370S GC mod: N370S glucocerebrosidase modulation, Gaucher chaperone candidate; 0.092% of 330,000 active; Potency, µM (top dose mostly 59.4 µM), inactives show top-dose activity change, negative = inhibition, most hits filed as inhibitors; P04062; N370S GC spleen homogenate, 4MU-glucoside fluorescence;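 further: 0% = full enzyme activity and -100% = no enzyme basal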
TDP1 block: blocks human tyrosyl-DNA phosphodiesterase 1 | recombinant TDP1, AlphaScreen DNA substrate cleavage | 0.28% of 350,000 active | AID 485290 | Potency, µM (series often up to 130 µM), inactives show top-dose activity change, negative = inhibition, actives largely listed as inhibitors | Q9NUW8; further: nearly all actives have a fitted effect of over 40% in size
Target sequence (Q9NUW8 whole entry, looked up): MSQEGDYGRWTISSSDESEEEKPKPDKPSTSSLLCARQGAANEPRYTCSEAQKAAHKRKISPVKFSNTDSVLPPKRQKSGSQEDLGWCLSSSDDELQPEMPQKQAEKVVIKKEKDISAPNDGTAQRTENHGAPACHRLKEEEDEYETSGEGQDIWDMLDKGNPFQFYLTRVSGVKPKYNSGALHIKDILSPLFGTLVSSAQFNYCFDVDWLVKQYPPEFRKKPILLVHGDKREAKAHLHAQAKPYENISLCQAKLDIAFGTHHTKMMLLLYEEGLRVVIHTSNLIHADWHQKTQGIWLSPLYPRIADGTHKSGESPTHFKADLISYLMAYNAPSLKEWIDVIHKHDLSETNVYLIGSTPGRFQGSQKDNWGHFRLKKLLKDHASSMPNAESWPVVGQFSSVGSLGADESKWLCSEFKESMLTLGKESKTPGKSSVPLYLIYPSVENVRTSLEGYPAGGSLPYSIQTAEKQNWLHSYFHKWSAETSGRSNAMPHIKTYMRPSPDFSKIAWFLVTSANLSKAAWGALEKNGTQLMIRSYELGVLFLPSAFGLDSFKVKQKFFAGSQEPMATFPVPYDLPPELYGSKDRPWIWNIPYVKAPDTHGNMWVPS
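Steps: enzyme plus compound, 15 min RT; add biotin/phosphotyrosine-FITC oligonucleotide (15 nM final), react 5 min; add donor/acceptor beads (10 ug/ml final), 10 min; read AlphaScreen. Tdp1 at 1 nM final.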
FEN1 inh: human FEN1 inhibition. P39748. AID 588795. Potency, µM (highest dose often 114 µM), for the others: at the top dose activity change, negative = inhibition, actives largely listed as inhibitors. Recombinant FEN1 flap cleavage, fluorescence, 15 min. 0.35% of 390,000 active; further: nearly all actives have a fitted effect of over 65% in size
Target sequence (P39748 whole entry, looked up): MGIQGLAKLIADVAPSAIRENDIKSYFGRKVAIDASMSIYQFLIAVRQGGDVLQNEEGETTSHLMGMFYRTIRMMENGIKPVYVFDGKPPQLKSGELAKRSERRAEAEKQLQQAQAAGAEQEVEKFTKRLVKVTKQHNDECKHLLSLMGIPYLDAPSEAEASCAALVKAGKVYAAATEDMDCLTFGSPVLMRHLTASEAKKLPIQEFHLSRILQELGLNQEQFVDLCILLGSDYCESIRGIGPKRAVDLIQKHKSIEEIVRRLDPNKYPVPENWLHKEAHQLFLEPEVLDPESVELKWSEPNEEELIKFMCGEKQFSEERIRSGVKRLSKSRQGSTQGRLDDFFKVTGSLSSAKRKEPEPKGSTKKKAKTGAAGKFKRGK
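Recombinant FEN1 (10 nM) was preincubated with pin-transferred compounds for 15 min at room temperature, then flap DNA substrate (50 nM final) was added. Plates were read at 0 and 15 min, and normalized concentration–response data were fitted to a four-parameter Hill equation.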
Numbers without * were called inactive; ? = inconclusive; . = not tested or not shown; & = joins results of further samples; [ ] = another dose, or the depositor's remark. The call rests on the fitted dose curve; in most records, active means well fitted curve in the direction sought with a large enough effect; inconclusive means small, poorly fitted or top-dose-only effect, or another doubt; inactive means no such curve, though single readings can be large; an effect the other way counts as inactive or inconclusive. Unless noted, on the % scale 0 is the no-effect control and ±100 the full control effect; potency means the concentration at half of the fitted maximal effect.

structure,FEN1 inh,N370S GC mod,TDP1 block
COc1ccc(-c2csc3ncnc(N4CCN(S(=O)(=O)c5cccc(F)c5)CC4)c23)cc1,3%,-19%,.
C=CCC[C@@H](Cc1ccc(F)cc1)C(=O)OCCNC(=O)[C@@H](CC=C)CC(=O)N[C@H](CO)Cc1ccccc1,-18%,.,2%
O=C(CCn1c(=O)[nH]c2ccsc2c1=O)NCc1ccc(F)cc1,-12%,3%,2%
O=C(Nc1cccc(Cl)c1Cl)c1ccccc1NC(=O)C1CC=CCC1C(=O)O (stereo not given),-6%,-5%,1%
CCc1ccc(NC(=O)Cn2cnc3sc(C)c(S(=O)(=O)N4CCN(c5ccccc5OC)CC4)c3c2=O)cc1,10%,.,6%
COc1ccc(N(C)S(=O)(=O)c2cccc3cccnc23)c(OC)c1,-5%,6%,-2%
O=C(NCCCN1CCCC1=O)NC1CCCCC1,7%,5%,4%
C[C@@H]1CN([C@H](C)CO)C(=O)c2cc(NS(=O)(=O)c3cn(C)cn3)ccc2O[C@H]1CN(C)C(=O)Nc1ccccc1,-4%,.,0%

3 entries out of the list above, ordered by the value under TDP1 block, low to high:
structure	N370S GC mod	TDP1 block
C[C@@H]1CN([C@H](C)CO)C(=O)c2cc(NS(=O)(=O)c3cn(C)cn3)ccc2O[C@H]1CN(C)C(=O)Nc1ccccc1	.	0%
C=CCC[C@@H](Cc1ccc(F)cc1)C(=O)OCCNC(=O)[C@@H](CC=C)CC(=O)N[C@H](CO)Cc1ccccc1	.	2%
CCc1ccc(NC(=O)Cn2cnc3sc(C)c(S(=O)(=O)N4CCN(c5ccccc5OC)CC4)c3c2=O)cc1	.	6%

Continuation.
structure,FEN1 inh,N370S GC mod,TDP1 block
CC(C)c1ccc(NC(=O)C2C3C=CC4(O3)C2C(=O)N(CCCN2CCOCC2)C4C(=O)NC2CCCCC2)cc1 (stereo not given),0%,-3%,-6%
COc1cc2c(cc1OC)C(C)N(C(=O)c1cc3ccccc3o1)CC2 (stereo not given),-18%,-5%,7%
Cc1c(NC(=O)N(C)c2ccccc2)c(=O)n(-c2ccccc2)n1C,-16%,1%,.
N/C(=N\OC(=O)CCc1ccccc1)c1ccc(Br)cc1,-11%,8%,-8%
Cn1c(=O)c2c(nc(SCCN3CCOCC3)n2Cc2ccccc2)n(C)c1=O,-2%,7%,-1%
O=C(NCc1ccco1)c1ccc(N2CCCC2=O)cc1,7%,5%,-6%
CCOc1ccc(NC(=O)c2ccc3[nH]c(C)c(C)c3c2)cc1,-13%,.,8%
CC(C)Cn1c(N)c(C(=O)COC(=O)/C=C/c2cccs2)c(=O)n(C)c1=O,5%,9%,0%
CN(CC(=O)Nc1cccc(F)c1)C(=O)CN1C(=O)NC2(CCCCC2)C1=O,-2%,1%,.
O=C(CN1CCN(C(=O)C2CCN(C(=O)/C=C/c3ccccc3)CC2)CC1)Nc1ccccc1Cl,-2%,-21%,1%
COc1ccc([N+](=O)[O-])cc1NC(=O)C(C)OC(=O)CSC(C)C(=O)Nc1cc(C)on1 (stereo not given),-7%,-14%,0%
CCOC(=O)Cc1csc(NC(=O)c2ccc(S(=O)(=O)N(CCOC)CCOC)cc2)n1,16%,-6%,6%
COc1cccc2c(=O)c3ccoc3n(C)c12,10%,6%&6%,6%&5%
CCOc1ccccc1N1CCN(c2nc3ccccc3nc2C(C#N)C(=O)OC)CC1 (stereo not given),2%,-10%,6%
COc1cc(CCC(=O)N2CCN(S(=O)(=O)c3ccc(C)c(C)c3)CC2)cc(OC)c1OC,-5%,-3%,3%
O=C(OC(C(=O)NC1CCCC1)c1ccccn1)c1cccs1 (stereo not given),-1%,-1%,3%
O=C1CN(C(=S)NC(=O)c2ccccc2[N+](=O)[O-])CCN1,21%,0%,1%
O=C(CSc1nc2c([nH]c3ccccc32)c(=O)n1-c1ccc(Cl)cc1)c1ccccc1,20%,.,-2%
S=c1[nH]nc(Nc2cccc3ccccc23)s1,1%,-13%,15%
CCCOc1ccc(N2CC(C(=O)NC(C)C)CC2=O)cc1 (stereo not given),10%,?,-2%
CCOC(=O)C1CCCN(C(=S)Nc2cccc(Cl)c2C)C1 (stereo not given),0%,-1%,0%
Cc1nc2nc(SCc3ccccc3)[nH]n2c(=O)c1CCC(C)C,-10%,2%,.
Cc1ccc(Cn2nc(C)c(NC(=O)C3CC3)c2C)cc1,-6%,3%,-5%[56.1 µM]
NC1=NC(=O)C(CC(=O)c2ccc(Cl)cc2)S1 (stereo not given),-2%,-2%,-1%
NC(=O)c1ccc(NC(=O)CSc2nc3ccccc3c(=O)n2CCCN2CCOCC2)cc1,6%,.,2%
c1cncc(-c2cnc3ccccc3c2)c1,-10%,.,0%
O=C(Nc1cc2nn(-c3ccccc3)nc2cc1Cl)c1ccco1,2%,5%,-2%
CC(NCC(=O)Nc1ccccc1C(=O)NC1CC1)c1ccc(F)cc1F (stereo not given),-4%,.,-1%
Cc1n[nH]c(C)c1Cc1ccc(C(=O)O)cc1,-18%,4%,1%
CC(=O)Nc1ccc(S(=O)(=O)NC2CC(=O)N(c3ccc(C)c(C)c3)C2)cc1 (stereo not given),1%,-7%,1%
COc1ccc(-n2cc(C(=O)Nc3cc(F)ccc3F)c3ccccc3c2=O)cc1,-6%,.,9%
Cc1ccc(NC(=O)/C=C/C(=O)O)c([N+](=O)[O-])c1,1%,0%,-9%
CC(Cl)C(=O)NNc1cccc(Cl)n1 (stereo not given),-13%,7%,6%
CC1CC(=O)N(CC(=O)Nc2ccc(F)cc2F)c2ccccc2S1 (stereo not given),2%,.,1%
Cc1ccc(NC(=O)CCC(=O)O)cc1F,-17%,1%,7%
CN(CCOC(=O)c1cccc(Br)c1)C(C)(C)C,12%,-7%,7%
CN(C(=O)COC(=O)c1cccs1)c1c(N)n(Cc2ccccc2)c(=O)[nH]c1=O,3%,4%,.
COc1ccc(C(=O)O/N=C(\N)c2ccccn2)cc1[N+](=O)[O-],-2%,6%,.
O=C(NCC(c1cccnc1)N1CCN(Cc2ccccc2)CC1)C(=O)Nc1cccc(F)c1 (stereo not given),19%,.,4%
Cn1c(=O)c2c(ncn2CC(=O)N2CCN(c3ccccc3F)CC2)n(C)c1=O,-14%,-14%,4%
COc1ccc(NC(=O)CSc2n[nH]c(CNc3cccc(C)c3)n2)cc1,-1%,23%,.
CC1CN(c2oc(-c3ccco3)nc2S(=O)(=O)c2ccccc2)CC(C)O1 (stereo not given),-9%,0%,4%
COC(=O)c1cc(C(=O)OC)n(Cc2ccc(C)cc2)c1C,?,7%,-9%
COc1cccc(CN2CCN(Cc3ccon3)CC2CCO)c1 (stereo not given),0%,4%,.
COc1ccc(C)cc1NC(c1nnc(-c2ccccc2)o1)c1ccc(F)cc1Cl (stereo not given),-20%,.,2%[12.3 µM]
O=C(O)c1cn(Cc2ccccc2Cl)c2ccc(S(=O)(=O)N3CCOCC3)cc2c1=O,-3%,0%,6%
CO/N=C/C(=N\Nc1ccc(OC)cc1)C(=O)c1ccc(F)cc1,3%,23%,9%
COC(=O)c1ccc(OC(=O)C2CC(=O)N(c3cccc(C)c3)C2)cc1 (stereo not given),1%,-8%,9%

2 consecutive records out of the list so far:
structure,FEN1 inh,N370S GC mod,TDP1 block
COc1ccc(NC(=O)CSc2n[nH]c(CNc3cccc(C)c3)n2)cc1,-1%,23%,.
CC1CN(c2oc(-c3ccco3)nc2S(=O)(=O)c2ccccc2)CC(C)O1 (stereo not given),-9%,0%,4%

(listing goes on)
structure,FEN1 inh,N370S GC mod,TDP1 block
O=C(NCCc1csc(-c2cccnc2)n1)c1cccc(C(F)(F)F)c1,-2%,.,2%
CC(=O)c1ccc(OCCCC(=O)NCCc2ccc(C(F)(F)F)cc2)cc1,15%,1%,-15%
Cc1ccnc(NCc2ccc(Br)cc2)c1,17%,1%,.
CC1(C)CC(NC(=O)c2cccc(S(=O)(=O)Nc3cccc(Cl)c3)c2)CC(C)(C)N1,-15%,.,0%
CCCCCCCCCCCCCCCCOC[C@H](COP(=O)([O-])OCC[N+](C)(C)C)OC(=O)NC,.,10%&10%,7%&6%
O=C(OCC(=O)N1CCc2ccccc21)c1cncc(Br)c1,1%,0%,8%
Cc1ccc(-c2nnc(NC(=O)C3=COCCO3)o2)c(C)c1,13%,1%,-5%
CCOc1ccc(N(CC(=O)NN=C2CCN(C)CC2)S(C)(=O)=O)cc1,-9%,5%,1%
O=C(COC(=O)C1COc2ccccc2O1)Nc1cccc(F)c1 (stereo not given),-16%,.,-4%
Cc1ccc(S(=O)(=O)N2CCN(Cc3nc4ccc(C)cc4o3)CC2)c(C)c1,-18%,.,4%
CC1=NN(Cc2ccccc2)C(=O)C1,?,-6%,1%
COc1ccc(Cl)cc1NC(=O)C1CSC(c2ccncc2)=N1 (stereo not given),11%,11%,-7%
O=Cc1ccc(C(=O)O)cc1,-2%,-1%,1%&15%
Cc1cccc(NC(=O)CSc2nc(C)cc(C)c2C(=O)Nc2ccc(Cl)cc2)c1,0%,.,4%
Cc1c(Cl)cccc1NC(=S)N1CCN(C(=O)c2ccco2)CC1,9%,-9%,.
CSc1ncccc1C(=O)OCC(=O)NC1CC1,-3%,-1%,0%

Looked up one by one from the entries so far:
structure,FEN1 inh,N370S GC mod,TDP1 block
COc1ccc(Cl)cc1NC(=O)C1CSC(c2ccncc2)=N1 (stereo not given),11%,11%,-7%
Cc1c(Cl)cccc1NC(=S)N1CCN(C(=O)c2ccco2)CC1,9%,-9%,.

Going on with the list.
structure,FEN1 inh,N370S GC mod,TDP1 block
COc1ccc(CN(C)CC(=O)NC(=O)Nc2ccccc2F)cc1,9%,.,-1%[56.1 µM]
Cn1c(-c2sc3cc(C(F)(F)F)cnc3c2-c2ccccn2)n[nH]c1=S,1%,-2%,5%
CCOc1ccc(-n2c(SCC(=O)Nc3ccc4c(c3)OCCO4)nc3c([nH]c4ccccc43)c2=O)cc1,12%,.,4%
O=C(CCCCCNc1nc(=S)[nH]c2ccccc12)NCc1ccccc1Cl,.,?,0%
COc1ccc(N2CCN(C(=O)c3cn(C)c(=O)c4c3c3ccccc3n4C)CC2)cc1,-16%,-4%,8%
CCOc1ccccc1NC(=O)C(NCC1CCCCC1)c1ccccc1 (stereo not given),-18%,1%,-5%
O=C(/C=C/c1ccccc1)Nc1nnc(-c2ccco2)o1,-14%,-6%,2%
COC(=O)c1ccccc1SC(CC(=O)c1ccccc1)c1ccc(F)cc1 (stereo not given),-15%,19%,?
COc1ccccc1CN1C(=O)CN(C2CCCCCC2)C(=O)C1c1ccc(C)cc1 (stereo not given),-4%,.,10%
CCN(C(=O)c1nn(-c2ccc(OC)cc2)c(=O)c2c1c1ccccc1n2C)c1ccc(OC)cc1,3%,14%,0%
O=C(O)CCC(CNS(=O)(=O)c1ccccc1)C(F)(F)F (stereo not given),9%,3%,7%
O=C(CCc1ccccc1)NCC(=O)N/N=C/c1ccc(O)cc1O,18%,-5%,6%
C[C@@H]1CCC(=O)N(CC[C@H](Oc2ccccc2)c2ccccc2)CC1,3%&-8%,-7%,.
CN1CCN(C(CNC(=O)c2cccc(F)c2)c2ccc3c(c2)OCO3)CC1 (stereo not given),4%,.,-3%
COc1ccc(C2CC(O)(c3ccccc3)Oc3cc(C)cc(C)c32)cc1 (stereo not given),-2%,4%,4%
Cc1ccc(N2CCN(C(=O)c3ccc4c(Cl)c5c(nc4c3)CCCC5)CC2)c(C)c1,8%,.,3%
Cc1ccc(NC(=O)c2ccco2)c(NC(=O)COc2ccccc2)c1,-3%,-1%,.
O=C(CCN1CCN(c2ccccc2)CC1)Nc1ccc(Cl)cc1,6%,2%,5%
CC(C)(C)C(=O)Nc1ccc(S(=O)(=O)Nc2nccs2)cc1,4%,-1%,.
COc1cccc(NC(=O)COC(=O)c2c(NC(C)=O)sc(C)c2C)c1,-8%,.,0%
N#CC1=C(N)OC2=C(C(=O)CCC2)C12CCN(C(=O)OCc1ccccc1)CC2,-9%,5%,-2%
O=c1[nH]c2cccc(F)c2n2cccc12,0%,-11%,.
CN(C(=O)c1ccno1)c1nnc(-c2cccnc2)s1,7%,3%,-6%
C#CC[N+]1(CC#Cc2ccc(C#CC[N+]3(CC#C)CCOCC3)cc2)CCOCC1,0%,1%,-3%
Cn1c(-c2ccccc2)cnc1NCc1ccccc1O,-11%,.,-3%
Cc1n[nH]c(=O)c2c(NC(=O)CSc3nnnn3-c3ccc(O)cc3)oc(C)c12,0%,0%,1%
COC(=O)c1c(NC(=O)c2cc3nc(-c4ccc(Br)cc4)cc(C(F)(F)F)n3n2)sc2c1CCCC2,-12%,.,-1%
CCOc1ccc(S(=O)(=O)Nc2ccc(C(=O)N3CCCC3)cc2)cc1C(N)=O,27%,-5%,0%
CCN(C(=O)Cn1c(Cl)nc2c1c(=O)n(C)c(=O)n2C)C1CCCCC1,24%,.,1%
COc1ccc(OC)c(NC(=O)CSc2ccc(-c3sc(C)nc3C)nn2)c1,-6%,.,10%
O=c1c2ccccc2nc2sc3ccccc3n12,-8%,7%,-1%
